# MCF10A rereplic = DNA re-replication induction in MCF 10a cells; 350,000 compounds, 2.9% hits; MCF 10A DNA re-replication, Hoechst nuclear intensity, 48 h; Potency, µM (highest dose often 46.1 µM), for inactives: at the highest dose activity, positive = re-replication, most hits filed as activators; further: potency means the concentration at half of the fitted maximal effect; % of control where 0% means no effect; nearly all actives have a fitted effect of over 50% in size
# A549 viability = kills or reduces viability of A549 cells in Nrf2 counter-screen; A549 ARE-Fluc cells, CellTiter-Fluor viability, 18-24 h; AID 504648; Potency, µM (titrated, usually from 46 µM), without a hit: top-dose activity change, negative = cytotoxicity, usual class: inhibitors; 390,000 compounds, 0.16% hits; further: potency means the concentration at half of the fitted maximal effect; on the % scale 0 is the no-effect control and ±100 the full control effect
#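 A549 ARE_Fluc cells in 5% FBS OPTI-MEM were exposed to compounds in concentration-response for 18-24 h at 37 deg C. Viability was read by CellTiter-Fluor fluorescence (Ex 405/Em 525) after 30 min, before the luciferase read.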
# TGFb inhibitor = TGF-b pathway inhibition; 410,000 compounds, 1.2% hits; AID 588855; Potency, µM (highest dose often 46.1 µM), for the others: top-dose activity, negative = inhibition, actives largely listed as inhibitors; HepG2 CAGA-GFP TGF-b/SMAD3 reporter, GFP fluorescence, 18 h; TGF-beta stimulated, 500 pg/mL final; further: potency means the concentration at half of the fitted maximal effect; on the % scale 0 is the no-effect control and ±100 the full control effect; nearly all actives have a fitted effect of over 65% in size
#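 Inhibition of TGF-beta-driven CAGA-GFP reporter expression in HEPG2 cells is measured by cellular GFP fluorescence after 18 h stimulation with 500 pg/mL recombinant TGF-beta in 1% FBS medium at 37 degrees C.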
# IL1B secr inh = inflammasome signaling inhibition, IL-1 beta readout; THP-1 LPS/ATP IL-1B secretion, AlphaLISA, 16 h; hits give low values; 360,000 compounds, 4.7% hits; activity change, % at 57.5 µM; in the data active means activity change below about -50%; inconclusive means mostly about -30% to -49%; further: on the % scale 0 is the no-effect control and ±100 the full control effect
#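 Secreted IL-1B measured by AlphaLISA bead assay after 16 h compound exposure of THP-1 cells; compounds (final up to 57.5 uM) added 1 h before LPS (250 ng/mL) and ATP (1.25 mM) stimulation; lower signal means less secretion.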
# S2 tox = viability counter-screen for ATXN expression inhibitors | AID 651635 | S2 cells (HEK-293 line with an ATXN2-luciferase reporter) viability, CellTiter-Fluor protease fluorescence, 24 h | Potency, µM (highest dose often 56.7 µM), most hits filed as cytotoxic | 400,000 compounds, 0.49% hits; further: potency means the concentration at half of the fitted maximal effect; nearly all actives have a fitted effect of over 40% in size
# HepG2 viability = counter-screen for TGF-b inhibitors: cytotoxicity in HepG2 cells; Potency, µM (series often up to 46.1 µM), for the others: top-dose activity change, negative = cytotoxicity, actives largely listed as cytotoxic; 410,000 compounds, 0.76% hits; AID 588856; HepG2 CAGA-GFP viability, ATP luminescence, 18 h; further: potency means the concentration at half of the fitted maximal effect; some results filed as inactive show a strong effect at the top dose
#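 HepG2 CAGA-GFP cells (1000/well, DMEM with 1% FBS) received compound, then TGF-beta at 500 pg/mL final, and were incubated 18 hours at 37 degrees C. Viability was read by CellTiter-Glo luminescence. Media-only wells were set as complete cell-killing and DMSO as no toxicity.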
# ATXN2 expr inh = inhibitors of ATXN2 expression. HEK-293 ATXN2-luciferase reporter, luminescence, 24 h. Potency, µM (top dose mostly 57 µM), for inactives: at the highest dose activity change, negative = inhibition, hits mostly inhibitors. 360,000 compounds, 0.72% hits. AID 1745845; further: potency means the concentration at half of the fitted maximal effect; on the % scale 0 is the no-effect control and ±100 the full control effect; nearly all actives have a fitted effect of over 55% in size
#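 ATXN2-luciferase reporter cells (luciferase flanked by upstream and downstream ATXN2 gene portions) were treated 24 h at 37 °C with compounds at up to 57 uM. SteadyGlo luminescence gave expression; GF-AFC fluorescence gave viability.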
# Nrf2 activator = activates Nrf2 signaling; AID 624171; 410,000 compounds, 0.31% hits; AREc32 ARE-luciferase reporter (MCF7-derived line), luminescence, 24 h; Potency, µM (series often up to 46.1 µM), inactives show top-dose activation, hits mostly activators; further: potency means the concentration at half of the fitted maximal effect; % of control where 0% means no effect; nearly all actives have a fitted effect of over 65% in size
#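 AREc32 cells carrying an ARE-driven firefly luciferase reporter were seeded at 1000 cells/well in OPTI-MEM with 5% FBS, then exposed to compound for 24 hr at 37 deg C. Luminescence was read with Steady-Glo after 30 min at RT.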
# Nrf2 block = Nrf2 pathway inhibition; A549 ARE-Fluc reporter, luciferase luminescence, 18-24 h; 360,000 compounds, 2.1% hits; AID 504444; Potency, µM (highest dose often 46 µM), for the others: at the top dose activity change, negative = inhibition, hits mostly inhibitors; further: potency means the concentration at half of the fitted maximal effect; on the % scale 0 is the no-effect control and ±100 the full control effect; nearly all actives have a fitted effect of over 60% in size
#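 Nrf2 function is reported as luminescence of an ARE-controlled luciferase in A549 cells. Compounds were tested at several concentrations, and a CellTiter-Fluor read on the same wells flagged cytotoxicity.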
# An asterisk follows results filed as active; i = inactive; ? = inconclusive; / = no result given; [ ] = dose if it differs, or a comment. Unless noted, the call rests on the fitted dose curve; in most records, active means well fitted curve in the direction sought with a large enough effect; inconclusive means small, poorly fitted or top-dose-only effect, or another doubt; inactive means no such curve, though single readings can be large; an effect the other way counts as inactive or inconclusive. Compounds were not picked by outcome; about 8.8% have a hit in one of these screens.
SMILES,MCF10A rereplic,A549 viability,TGFb inhibitor,IL1B secr inh,S2 tox,HepG2 viability,ATXN2 expr inh,Nrf2 activator,Nrf2 block
CCN(CC)C(=O)c1cccc(-c2csc(C(C)(O)c3cccc(F)c3)n2)c1 (stereo unspecified),/,/,?,-23,?,-19%,28µM*,-0.5%,/
Cc1ccc(CSc2nc3nc(C)cc(C)c3c(=O)[nH]2)cc1,18%,24%,0%,43,i,-21%,-9%,-0.3%,-16%
COc1ccc(C(=O)NCc2ccccc2C)cc1S(=O)(=O)NC1CCCC1,-4%,-6%,-11%,-17,i,-12%,-9%,-0.6%,-17%
COC(=O)C1=C(C)N(Cc2ccccc2)C(=NCCCCO)N[C@H]1c1ccccc1,-4%,-9%,-24%,2,i,-17%,-3%,6.4%,24%
O=C(NCc1ccccn1)c1cc2cc(Br)ccc2oc1=O,-21%,20%,-4%,-9,i,0%,8%,2.5%,/
COc1cccc(-c2nn(-c3ccc(C)cc3)cc2C(=O)N(C)CC(=O)Nc2cccc(F)c2)c1,?,-17%,?,0,i,-34%,-28%,2.8%,?
O=C(Nc1ccc(F)cc1)c1ccc2ncsc2c1,-6%,15%,-19%,24,i,-15%,/,17%,?
CCOC(=O)c1ccc(NC(=O)C2=C(C)C(=O)OC23CCN(C(C)=O)CC3)cc1,/,-3%,0%,/,/,-14%,/,-0.5%,22%
Cc1cc(C)cc(-n2nnc(-c3nc(-c4ccccc4F)no3)c2C)c1,/,2%,27%,/,/,5%,/,4.4%,?
CCN(CC)c1nc(Oc2ccc(=O)[nH]n2)nc(N2CCOCC2)n1,2%,-3%,-30%,13,i,1%,-18%,0.0%,6%
CCOc1ccc(NC(C)=O)cc1N,8%,-1%,-3%,-1,i,-25%,1%,3.1%,9%
COc1ccc(CN2C(=O)C(CC(=O)NCc3cccs3)CC(C(=O)N3CCOCC3)=C2C)cc1 (stereo unspecified),/,/,5%,-17,?,0%,2%,-0.5%,/
O=C(CSc1ccc(-c2ccccn2)nn1)NC1CCCC1,-3%,-3%,?,85,i,-14%,-28%,3.3%,-11%
CC(=O)Nc1ccc(C(=O)CSc2nnc3ccc4ccccc4n23)cc1,/,-1%,17%,/,/,15%,/,2.4%,5%
COc1ccc(NC(=O)N(C)[C@H]2C[C@H]3c4[nH]c5ccccc5c4CCN3C(=O)[C@H]2[C@H](C)O)cc1,/,/,-11%,1,i,-19%,44%[activator],12%,/
COc1ccc(C(=O)Nc2ccc(/C(C)=N/NC(=O)c3ccccc3O)cc2)cc1OC,-1%,2%,4%,12,i,-4%,4%,0.0%,14%
CCOc1ccc(CNCc2c(C(=O)O)c(C)n(Cc3c(F)cccc3Cl)c2C)cc1OC,/,0%,-12%,/,i,-17%,-11%,3.3%,-1%
Cc1ccc(S(=O)(=O)N2CCN(CC(O)c3ccccc3)CC2)cc1C (stereo unspecified),7%,1%,-6%,-18,i,-10%,11%[11.3 µM],0.0%,13%
COc1ccc(-c2csc(NC(=O)CSC(C)C(=O)Nc3cc(C)on3)n2)cc1OC (stereo unspecified),3%,0%,7%,16,i,-17%,?,0.1%,?
COc1ccc(Cl)cc1Cn1c(C)c(C(=O)NCc2cccc(Cl)c2)sc1=O,/,/,-24%,0,i,-4%,-22%,-1.4%,/
CCN(CC)CCCNc1oc(-c2ccc(OC)c(OC)c2)nc1C#N,4%,-4%,-1%,-6,i,0%,-15%,1.7%,-10%
CC(=O)N1CCN(C(=O)c2cc(S(=O)(=O)N(C)c3ccc(F)cc3)ccc2Cl)CC1,2%,-6%,-7%,10,i,0%,-3%,-0.7%,-12%
Cc1ccc(-n2ncc3c2CC(C)(C)CC3NC(=O)CCn2cncn2)cc1 (stereo unspecified),0%,-6%,2%,5,i,-8%,-1%,-0.2%,-29%
Cc1c(-c2cccs2)[n+](=O)c2c(n1[O-])CCC2,2%,-2%,-5%,15,i,1%,-17%,0.0%,0%
COc1ccc(NC(=O)CSC2=Nc3ccccc3C3=NC(CCC(=O)NC4CCCCC4)C(=O)N23)cc1 (stereo unspecified),/,-2%,-7%,/,/,-2%,/,0.3%,/
Cc1ccccc1/C=N/NC(=O)Cn1nnc(N)n1,12%,3%,10%,-2,i,6%,-19%,-1.4%,4%
CCn1cc2nc(SCc3cccc(C(F)(F)F)c3)n(Cc3ccc(C)cc3)c(=O)c2n1,/,-12%,?,/,i,0%,-20%,-1.0%,?
Cc1ccc(CNC(=O)c2ccc(N3Cc4ccccc4Oc4ncccc43)s2)cc1,/,-5%,/,/,/,-14%,/,4.8%,-4%
COc1ccc2c(c1)C(=O)N1[C@H]3c4cc(C)ccc4OC[C@@H]3[C@H](c3ccccc3)[C@]1(C)C(=O)N2,15µM*,-2%,-3%,-66*,i,-7%,?,-2.8%,7%
COC(=O)C1=C(CSCc2ccccc2)NC(=O)NC1c1cc(C)ccc1C (stereo unspecified),-1%,-7%,?,16,i,-7%,-7%,0.1%,/

# Single entries from the results shown:
# `Cc1ccc(CNC(=O)c2ccc(N3Cc4ccccc4Oc4ncccc43)s2)cc1` in Nrf2 block → -4%
# `COc1ccc2c(c1)C(=O)N1[C@H]3c4cc(C)ccc4OC[C@@H]3[C@H](c3ccccc3)[C@]1(C)C(=O)N2` in A549 viability → -2%

# Remaining list, next part.
SMILES,MCF10A rereplic,A549 viability,TGFb inhibitor,IL1B secr inh,S2 tox,HepG2 viability,ATXN2 expr inh,Nrf2 activator,Nrf2 block
C=CC[n+]1ccn(-c2nc3ccccc3nc2[N-]S(=O)(=O)c2cccs2)c1,-15%,-1%,11%,/,/,16%,-6%,3.0%,-13%
O=C(CN(c1ccccc1)S(=O)(=O)c1ccccc1)NCCSc1nc2ccccc2s1,?,-10%,0%,54,i,-22%,-3%,1.6%,-6%
CCN(CC)S(=O)(=O)c1ccc(/C=C/C(=O)NC2CCCCC2)cc1,14%,-8%,4%,12,i,11%,5%,-0.7%,5%
C#CCOCCOCCOCCNc1nc(N2CCN(C(=O)Cn3cc(CCO)nn3)CC2)nc(N2CCN(C(=O)Cn3cc(CCCN=C(N)N)nn3)CC2)n1,3%,-1%,-6%,13,i,-21%,0%,0.6%,-2%
COC(=O)c1ccc(-n2nnnc2SCC(=O)Nc2ccccc2C(=O)OC)cc1,-1%,6%,16%,19,i,7%,6%,3.1%,4%
CC(=O)Nc1ccc(C(=O)N2CCc3cc4c(cc3C2C)OCCCO4)cc1 (stereo unspecified),0%,-1%,-11%,11,i,-23%,-2%,-0.2%,3%
CC1(c2ccc(Cl)cc2)NC(=O)N(CC(=O)N2CCN(S(=O)(=O)c3ccccc3)CC2)C1=O (stereo unspecified),0%,-4%,?,-3,i,-26%,-6%,0.0%,-13%
O=C(O)C1=C[C@@H](c2coc3ccccc3c2=O)C[C@@H](OCc2ccc(CO)cc2)O1,?,8%,4%,18,i,5%,0%,-0.9%,1%
Cc1[nH]c(=S)[nH]c(=O)c1CCC1OCCO1,2%,4%,-5%,-15,i,2%,/,-0.9%,-3%
O=C(Cc1ccccn1)c1ccc(F)cc1,12%,2%,22%,10,i,-8%,10%,-0.3%,15%
O=C(Cn1cc(C(F)(F)F)ccc1=O)NCC1CCCO1 (stereo unspecified),-8%,2%,-2%,0,i,3%,3%,0.1%,14%
COc1ccc(OC)c(CNC(=O)c2coc(=O)c3ccccc23)c1,8%,-6%,11%,-7,i,-19%,-8%,-0.1%,-17%
CCN1C(=O)[C@H]2[C@@H](c3ccc(C(F)(F)F)cc3)N[C@]3(CCCN(CC4CCCCC4)C3=O)[C@H]2C1=O,/,/,-6%,?,i,-29%,-9%,-0.8%,/
CCC(=O)c1ccc(N2CCN(C(=O)COc3ccc(F)cc3)CC2)c(F)c1,-5%,0%,-18%,-8,i,-10%,-10%,0.6%,-27%
CC(=O)N/C(=C\c1ccccc1)C(=O)OCC(=O)NC(=O)c1ccccc1,26%,-1%,6%,7,i,-6%,5%,0.3%,-2%
CCOC(=O)Nc1ccc2c(c1)C(=NNC(=S)NC)c1ccccc1-2,/,/,?,27,?,-23%,/,-0.7%,/
Fc1cc2nccnc2cc1N1CCSCC1,-3%,-1%,23%,-13,i,0%,24%,-0.7%,/
CCCCOC(=O)n1c(SCC(=O)N(CC)CC)nc2ccccc21,-5%,-6%,-5%,-20,i,3%,23%,-0.1%,-14%
CC1=C(C(=O)Nc2ccccc2)C(c2ccc(C)o2)n2c(s/c(=C\c3ccco3)c2=O)=N1 (stereo unspecified),6%,?,-6%,-27,?,-12%,-9%,?,-28%
COc1ccc(C(=O)Nc2ccc(C)cc2C(=O)c2ccccc2)cc1,6%,?,-21%,-73*,i,-1%,-8%,3.4%,-17%
CC1(C)CC(=O)c2cn3c(nc2C1)nc1ccccc13,2%,0%,-15%,39,i,-19%,-7%,0.0%,-1%
CC(C)C(NC(=O)c1c(F)cccc1F)C(=O)N1CCN(c2ccccc2F)CC1 (stereo unspecified),-18%,-3%,-20%,10,i,-9%,1%,-0.3%,?
COc1cc(NC(=O)CSc2nnc(-c3ccncc3)n2C2CCCCC2)ccc1NC(=O)c1ccco1,-3%,0%,18%,-1,?,-2%,?,-0.3%,-3%
CCCOc1ccc(-c2nc(C#N)c(N3CCc4ccccc4C3)o2)cc1,17%,7%,15%,-7,i,-29%,-2%,0.1%,-8%
Cc1ccc(CC(=O)NCc2ccc(F)cc2)cc1,?,-17%,-21%,0,i,3%,/,0.7%,?
CC1(C)Cc2c(sc3c2C(=O)N(c2ccccc2)C2=NCCCN23)CO1,-2%,2%,-25%,7,i,8%,2%,-0.8%,15%

# Bioassay records deposited in PubChem BioAssay by National Center for Advancing Translational Sciences (NCATS).
